Screening results: PubChem BioAssay, Sanford-Burnham Center for Chemical Genomics
UPR XBP1 act: activators of adaptive XBP1 UPR arm, primary screen, cell-based, CHO-XBP1 luciferase reporter, luminescence, uHTS. IRE1-XBP1 UPR activation; percent of tunicamycin response, DMSO as zero. activation, % at 20 µM. 330,000 compounds, 0.33% hits. AID 463104, 2010;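 active means versus positive control, 20 µM dose yields 30% or more activation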;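 further: 100% = tunicamycin at 10 µg/mL and 0% = DMSO only wells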
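Material – CHO cell line with stable XBP1 luciferase reporter · Buffer or medium – F12 plus 10% FBS · Compound – single point, 20 µM final compound, 1% DMSO · Schedule – 16-18 h cell attachment at 37 °C, then 6 h compound exposure · Signal – Steady-Glo luminescence read · Benchmarks – high control tunicamycin 10 µg/mL final, low control DMSO vehicle only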
APJ agonist: agonists of human apelin receptor APJ, primary screen, CHO-K1 cells, PathHunter beta-arrestin, luminescence; P35414; activation, % at 20 µM; 0% DMSO wells, 100% apelin; 330,000 compounds, 0.11% hits; AID 2520, 2010;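 active means activation more than six SD over the plate average, tested at 20 µM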;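 further: 0% = DMSO alone and 100% = apelin-13 at 10 nM; some results filed as inactive read as strong as hits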
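Assay system: engineered CHO-K1 APJ arrestin reporter cells; Amount: 1000 CHO-K1 reporter cells seeded per well; Dosing: one dose, 20 µM compound, 1% DMSO; Times: compound stimulation 90 min at 25 °C, detection 60 min; Measured by: luminescent beta-gal fragment complementation, chemiluminescent substrate; Read-out: APJ–arrestin association signal; Controls: DMSO vs Apelin-13 10 nM.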
tim23-1 inh: growth inhibitors of tim23-1 mutant yeast, primary screen, luminescence, uHTS; S. cerevisiae tim23-1 growth, BacTiter-Glo luminescence, 24 h; inhibition, % at 20 µM; 330,000 compounds, 1.3% hits; AID 463212, 2010;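 active means growth inhibition of the mutant yeast at or above 50%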;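 further: temperature-sensitive mutant grown at 25 °C; plate controls were DMSO-treated mutant yeast for no effect and medium wells lacking yeast for full effect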
APJ antagonist: antagonists of human apelin receptor APJ, primary screen, CHO-K1 cells, beta-arrestin complementation, luminescence; P35414; inhibition, % at 20 µM; 330,000 compounds, 0.32% hits; AID 2521, 2010;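 active means inhibition above about 40% at 20 µM, limit read from the data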;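 further: cells challenged with 10 nM apelin-13 agonist together with compound; plate controls were apelin-13 plus DMSO wells for no effect and DMSO wells lacking apelin-13 for full effect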
UPR CHOP act: activators of apoptotic CHOP UPR arm, primary screen, cell-based, CHO-CHOP luciferase reporter, luminescence, uHTS | UPR activation; percent of tunicamycin response over DMSO baseline | activation, % at 10 µM | 330,000 compounds, 0.34% hits;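 active means at 10 µM dose, activation of 40% or more, normalized to positive control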;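 further: 100% = tunicamycin at 10 µg/mL and 0% = DMSO alone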
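assay system = CHO CHOP reporter cells | amount = 500 CHO-CHOP cells per well | buffer or medium = F12 with 10% FBS | incubation = 16-18 h cell attachment, then 6 h compound exposure, 37 °C | detection = luminescence read with Steady-Glo | read-out = percent activation relative to tunicamycin control | controls = tunicamycin high control, DMSO low control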
CXCR6 inh: CXCR6 receptor inhibitors, primary screen, cell-based, beta-arrestin, luminescence, CHO-K1 PathHunter, 1536-well. C-X-C chemokine receptor type 6 (Homo sapiens), O00574. 360,000 compounds, 0.36% hits. inhibition, % at 20 µM. AID 602244, 2012; in the data active means inhibition above about 34%, passing the limit was not always enough;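 further: antagonist mode with CXCL16 agonist at 10 nM final; 0% = 10 nM CXCL16 with DMSO and 100% = unstimulated wells without agonist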
tim10-1 inh: growth inhibitors of tim10-1 mutant yeast, primary screen, luminescence, uHTS; 330,000 compounds, 2.2% hits; inhibition, % at 20 µM; S. cerevisiae tim10-1 ts strain growth, BacTiter-Glo, 24 h;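 active means inhibition of at least 40%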;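 further: mutant grown at 25 °C; 0% = DMSO wells with yeast and 100% = wells holding no yeast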
Mdm2 MdmX PPI: inhibitors of human Mdm2-MdmX association, primary screen, cell-based, luminescence, split luciferase, SaOS-2, uHTS; inhibition, % at 8 µM; 330,000 compounds, 3% hits; Protein Mdm4 (Homo sapiens) + E3 ubiquitin-protein ligase Mdm2 (Homo sapiens), …; SaOS-2 split-luciferase Mdm2/MdmX complementation;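 active means inhibition of at least 50% at 8 µM in the primary screen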
Target sequence (O15151 whole entry, looked up): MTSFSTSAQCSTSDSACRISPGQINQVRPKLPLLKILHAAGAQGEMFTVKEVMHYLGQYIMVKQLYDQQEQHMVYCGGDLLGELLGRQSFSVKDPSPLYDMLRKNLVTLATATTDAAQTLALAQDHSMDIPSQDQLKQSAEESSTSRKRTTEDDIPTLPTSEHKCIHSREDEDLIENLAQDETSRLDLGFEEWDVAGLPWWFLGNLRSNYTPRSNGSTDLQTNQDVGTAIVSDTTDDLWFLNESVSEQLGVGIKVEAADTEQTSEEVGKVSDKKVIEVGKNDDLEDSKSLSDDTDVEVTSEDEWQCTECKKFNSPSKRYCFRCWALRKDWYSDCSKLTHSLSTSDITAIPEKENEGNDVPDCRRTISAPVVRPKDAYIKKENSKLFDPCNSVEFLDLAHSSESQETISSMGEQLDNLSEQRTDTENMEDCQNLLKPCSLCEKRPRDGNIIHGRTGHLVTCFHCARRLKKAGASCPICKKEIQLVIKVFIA
Target sequence (Q00987 whole entry, looked up): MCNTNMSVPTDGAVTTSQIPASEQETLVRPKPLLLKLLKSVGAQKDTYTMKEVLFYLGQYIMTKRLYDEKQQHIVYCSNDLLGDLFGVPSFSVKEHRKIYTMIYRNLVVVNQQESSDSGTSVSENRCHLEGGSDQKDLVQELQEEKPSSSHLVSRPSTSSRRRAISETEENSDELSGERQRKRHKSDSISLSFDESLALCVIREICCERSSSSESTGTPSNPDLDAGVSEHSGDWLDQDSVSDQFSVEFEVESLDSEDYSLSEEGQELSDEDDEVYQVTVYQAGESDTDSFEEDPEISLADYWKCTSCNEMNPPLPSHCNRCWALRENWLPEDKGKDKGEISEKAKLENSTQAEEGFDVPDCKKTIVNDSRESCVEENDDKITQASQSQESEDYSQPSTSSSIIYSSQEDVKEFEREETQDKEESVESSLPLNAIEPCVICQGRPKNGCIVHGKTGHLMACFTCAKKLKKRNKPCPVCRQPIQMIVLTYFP
TIM10 inh: growth inhibitors of isogenic TIM10 control yeast, primary screen, counter-screen for tim10-1 yeast inhibitor project, luminescence, uHTS. AID 463195, 2010. 330,000 compounds, 1.4% hits. inhibition, % at 10 µM. S. cerevisiae TIM10 strain growth, BacTiter-Glo luminescence, 24 h;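 active means inhibition of 40% or more at the single tested concentration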;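 further: wild-type TIM10 isogenic control strain grown at permissive 25 °C; 0% = DMSO yeast wells and 100% = minimal medium wells without yeast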
Numbers without * were called inactive. An excerpt. The share of hits here may be higher or lower than overall.

Fields – UPR XBP1 act | APJ agonist | tim23-1 inh | APJ antagonist | UPR CHOP act | CXCR6 inh | tim10-1 inh | Mdm2 MdmX PPI | TIM10 inh
- CCOC(=O)N1CCC(NC(=O)C2CCCN(C(=O)N3CCOc4ccccc43)C2)CC1 (stereo unspecified)
→ 0 | -1 | 4 | 9 | -3.4 | -4 | 5 | 4 | 13
- O=C(CSc1nnc(CNc2ccc(F)cc2)n1CC1CCCO1)Nc1ccccc1 (stereo unspecified)
→ -4 | -3 | -5 | -21 | -0.9 | 5 | 6 | 19 | -6
- Cc1cc2occ(CC(=O)O)c2cc1C
→ -2 | 1 | 16 | 13 | 2.0 | 1 | 12 | 5 | 7
- COCCNC(=O)C(c1ccc(F)cc1)N(CCOC)C(=O)CCC(=O)Nc1ccccn1 (stereo unspecified)
→ -6 | 0 | 9 | -7 | 3.3 | -6 | 20 | -15 | -3
- Cc1ccccc1NC(=O)NCC1CCN(Cc2cccc(Cl)c2)CC1
→ -2 | -4 | -9 | 8 | 0.7 | 1 | 4 | 8 | -15
- O=C(Nc1cc(Cl)ccc1N1CCOCC1)C1=COCCO1
→ -4 | 0 | 21 | 19 | -1.0 | 12 | 23 | 14 | -1
- Cc1cc(C)c(NC(=O)CSc2nc3ccc(NC(=O)CSc4nnnn4-c4ccccc4)cc3s2)c(C)c1
→ 5 | 0 | -3 | -15 | 2.2 | -12 | 13 | 14 | 5
- O=C1CC/C=C\C[C@@H](CC(=O)N(CCO)Cc2ccccc2)C(=O)NC[C@@H](c2ccccc2)O1
→ -2 | -1 | -1 | 3 | 1.4 | 5 | -9 | 6 | -5
- CC(=O)Nc1c(S(=O)(=O)c2ccccc2)c2nc3ccccc3nc2n1Cc1ccccc1
→ -5 | -2 | 9 | 4 | -1.1 | -6 | 6 | 3 | 22
- O=C(O)/C=C/c1cn(Cc2ccccc2)nc1-c1cccnc1
→ -1 | -3 | 8 | -63 | -1.4 | -13 | 20 | -9 | 4
- CC(=O)c1ccc(OCCCC(=O)NNC(=O)c2ccccn2)cc1
→ 1 | 1 | 1 | -8 | 1.8 | -14 | 8 | 63* | -4
- CCOC(=O)c1nn(-c2ccc(C)cc2)c(=O)cc1OCC(=O)N1CCN(c2ccccc2)CC1
→ -1 | -1 | 22 | -67 | 0.9 | 1 | 6 | 15 | 14
- CCOC(=O)NCC(C#CCN(CC)CC)N(CC)CC (stereo unspecified)
→ 1 | 1 | -14 | -4 | -1.5 | 1 | -7 | 19 | -4
- Cc1c(CCO)c(=O)oc2n[nH]c(-c3ccccc3)c12
→ 0 | -5 | 6 | -1 | -0.1 | -6 | 17 | -21 | 8
- CCOC(=O)c1c(C)oc2c1cc(NS(=O)(=O)c1ccc(C(=O)O)cc1)c1ccccc12
→ -1 | 4 | 10 | -27 | 0.2 | -12 | -3 | -9 | 16

Some of these compounds in order of the Mdm2 MdmX PPI value, ascending.
SMILES	Mdm2 MdmX PPI
CC(=O)Nc1c(S(=O)(=O)c2ccccc2)c2nc3ccccc3nc2n1Cc1ccccc1	3
O=C1CC/C=C\C[C@@H](CC(=O)N(CCO)Cc2ccccc2)C(=O)NC[C@@H](c2ccccc2)O1	6
Cc1ccccc1NC(=O)NCC1CCN(Cc2cccc(Cl)c2)CC1	8
CCOC(=O)c1nn(-c2ccc(C)cc2)c(=O)cc1OCC(=O)N1CCN(c2ccccc2)CC1	15

Returning to the listing; the two compounds before the break are reprinted first.
Fields – UPR XBP1 act | APJ agonist | tim23-1 inh | APJ antagonist | UPR CHOP act | CXCR6 inh | tim10-1 inh | Mdm2 MdmX PPI | TIM10 inh
- Cc1c(CCO)c(=O)oc2n[nH]c(-c3ccccc3)c12
→ 0 | -5 | 6 | -1 | -0.1 | -6 | 17 | -21 | 8
- CCOC(=O)c1c(C)oc2c1cc(NS(=O)(=O)c1ccc(C(=O)O)cc1)c1ccccc12
→ -1 | 4 | 10 | -27 | 0.2 | -12 | -3 | -9 | 16
- COc1cc(CN2CCN(C(=O)CC(C)C)CC2)cc(OC)c1O
→ -3 | -4 | -17 | -6 | -0.4 | -5 | -13 | 21 | -3
- O=C(NCCCN1CCCC1=O)c1cccc(S(=O)(=O)N2CCCCC2)c1
→ 2 | -4 | -15 | -4 | 0.6 | -4 | -3 | -1 | -1
- C=CCN(c1ccc(Cl)cc1)S(=O)(=O)c1cccc(C(=O)OCC(=O)N(C)C)c1
→ 1 | -1 | 9 | -14 | -1.0 | 13 | -14 | -1 | -13
- COc1ccc(NC(=O)N2CCN(c3cccc(C(F)(F)F)c3)CC2)cc1OC
→ -1 | -2 | 14 | 23 | -0.5 | -8 | 4 | -5 | -31
- C[C@H]1CN=C(Nc2ccccc2)N1CCCC1CCCCC1
→ 2 | -4 | 14 | 2 | -2.3 | -4 | -3 | 5 | 5
- Cc1cc2nc(-c3ccccc3)cc(=O)n2[nH]1
→ 3 | -2 | 10 | 16 | 4.0 | 6 | 7 | -2 | 6
- COc1ccc(Cl)cc1Nc1nc(C)nc2c1nnn2Cc1ccccc1
→ -2 | -2 | 5 | 17 | -0.4 | 6 | 0 | 8 | 17
- O=c1c2ccccc2nc2n1CC/C2=C/N1CCN(c2cccc(C(F)(F)F)c2)CC1
→ -6 | -2 | -1 | 10 | -1.1 | -7 | 8 | 22 | 4
- c1ccc(CCN(Cc2ccccc2)C2CCN(C3CCCC3)CC2)cc1
→ -1 | 0 | -282 | 27 | -0.1 | 7 | -61 | 27 | -73
- CC1=C(C/C=C(\C)CCC[C@H](C)CCC[C@H](C)CCCC(C)C)C(=O)c2ccccc2C1=O
→ -2 | 0 | 10 | -119 | -2.7 | 4 | 19 | 7 | 1
- COc1ccc(S(=O)(=O)Nc2ccc(S(=O)(=O)NCC3CCCO3)cc2)cc1 (stereo unspecified)
→ -2 | 2 | -7 | 17 | 1.6 | 9 | 1 | 15 | -1
- Cc1cnc(C(=O)OCC(=O)c2ccc(C)s2)cn1
→ -2 | -1 | 6 | 8 | -0.2 | 7 | 4 | 4 | -8
- COc1ccc(NS(=O)(=O)c2cccc(C(=O)NC3CCC(O)CC3)c2)cc1 (stereo unspecified)
→ -9 | -2 | 8 | 2 | 1.8 | 5 | 7 | 11 | 4
- O=C1Cc2ccccc2Sc2ccc(Cl)cc21
→ 1 | -3 | 29 | 2 | -1.0 | -3 | -10 | 21 | -19
- CC1C/C(=C/c2ccccn2)C(=O)/C(=C/c2ccccn2)C1 (stereo unspecified)
→ -6 | -5 | 65* | 16 | 14 | 23 | 67* | 98* | 67*

(cont.)
Fields – UPR XBP1 act | APJ agonist | tim23-1 inh | APJ antagonist | UPR CHOP act | CXCR6 inh | tim10-1 inh | Mdm2 MdmX PPI | TIM10 inh
- O=C(Nc1nc2ccccc2s1)c1cc(-c2ccccc2)nn1-c1ccccc1
→ 0 | 4 | 8 | -9 | 7.2 | -5 | 15 | 86* | -3
- Cc1nc2ccccc2c(=O)n1NC(=O)c1c(O)c2c(n(CC(C)C)c1=O)CCCC2
→ 1 | -1 | 48 | 6 | 2.5 | 5 | 37 | 46 | 32
- CC(C)Cn1c2ccccc2c2cc(C(=O)O)ccc21
→ 0 | -5 | 21 | 17 | -0.3 | -4 | 31 | -25 | 18
- COc1ccc(-c2nc(C(=O)NCC3CCCO3)cc3c2[nH]c2ccccc23)cc1 (stereo unspecified)
→ 4 | 0 | 23 | -23 | 6.5 | 4 | 36 | 46 | 10
- CCC/C(=N/NC(=O)c1cccc(Cl)c1)c1ccccc1
→ -4 | -5 | 29 | -4 | 2.2 | -12 | 18 | 8 | 17
- CCN(c1ccccc1)S(=O)(=O)c1cc(C(=O)NCc2ccccn2)ccc1C
→ -1 | -2 | 4 | 8 | -0.7 | -5 | -17 | 27 | -27
- COc1ccc(NC(=O)CNC(=O)c2cccs2)cc1Cl
→ 0 | -3 | -6 | -20 | 1.1 | 1 | -77 | -15 | -23
- CCOc1ccc(NC(=O)CN(C)C(=O)c2cc(C)oc2C)cc1OCC
→ -4 | -2 | 6 | -22 | 0.3 | 1 | 9 | 4 | 5
- COc1ccc(CC(NC(C)=O)C(=O)NC2CCN(S(=O)(=O)c3ccccc3)CC2)c(OC)c1 (stereo unspecified)
→ -1 | 5 | 5 | 2 | 0.1 | -6 | 11 | 15 | 10
- CCOc1ccc(NC(=O)CN(C)C(=O)c2ccc(C)o2)cc1OCC
→ -1 | -5 | 7 | -5 | -0.2 | 1 | 18 | -3 | -13
- CC(C)CN(C(=O)c1cccc(S(=O)(=O)N2CCN(C)CC2)c1)C1CCS(=O)(=O)C1 (stereo unspecified)
→ -3 | 3 | 5 | 17 | 0.7 | 6 | -9 | 6 | 6
- CCCS(=O)(=O)N1CCN(CCCc2ccccc2)CC1
→ 7 | -3 | -5 | 15 | -0.5 | 4 | -15 | 19 | -3
- CCN(CC)C(=O)c1[nH]cnc1C(=O)Nc1ccc(Cl)cc1
→ -2 | -2 | 25 | 8 | 3.4 | 4 | 25 | 18 | 12
- CC(OC(=O)c1cc(S(=O)(=O)Nc2ccc(F)cc2)ccc1Cl)C(=O)Nc1ccc2c(c1)OCCO2 (stereo unspecified)
→ 0 | -1 | 0 | 9 | -0.9 | -15 | 4 | -3 | 3
- COc1ccc(NC(=O)/C(=C\c2ccncc2)NC(=O)c2ccccc2)cc1
→ -4 | -3 | 10 | 1 | 0.0 | -9 | -4 | -5 | -4

Among those listed so far, three have two or more sulfur atoms:
Fields – UPR XBP1 act | APJ agonist | tim23-1 inh | APJ antagonist | UPR CHOP act | CXCR6 inh | tim10-1 inh | Mdm2 MdmX PPI | TIM10 inh
- Cc1cc(C)c(NC(=O)CSc2nc3ccc(NC(=O)CSc4nnnn4-c4ccccc4)cc3s2)c(C)c1
→ 5 | 0 | -3 | -15 | 2.2 | -12 | 13 | 14 | 5
- COc1ccc(S(=O)(=O)Nc2ccc(S(=O)(=O)NCC3CCCO3)cc2)cc1 (stereo unspecified)
→ -2 | 2 | -7 | 17 | 1.6 | 9 | 1 | 15 | -1
- CC(C)CN(C(=O)c1cccc(S(=O)(=O)N2CCN(C)CC2)c1)C1CCS(=O)(=O)C1 (stereo unspecified)
→ -3 | 3 | 5 | 17 | 0.7 | 6 | -9 | 6 | 6
